From PubChem BioAssay
INS-1E GSIS act – GLuc luminescence reporter in INS-1E cells, primary screen for activators of glucose-dependent secretion of insulin. INS-1E GLuc reporter insulin secretion, 2-3 h. activation, % at 16.6 µM. 0.61% of 370,000 active;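 active means lowest replicate activation of at least 40%, so every replicate reaches that level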;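 further: 0% = median of neutral control wells and 100% = median of IBMX positive control wells; some compounds called inactive have numbers as strong as hits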
ARNT TACC3 PPI – disruptors of ARNT/TACC3 protein interaction, primary screen, biochemical, AlphaScreen, single concentration; Transforming acidic coiled-coil-containing protein 3 (Homo sapiens), Q9Y6A5; AlphaScreen His-ARNT PAS-B/GST-TACC3 binding, luminescence; TACC3 fragment carries E629A point mutation; inhibition, % at 9.99 µM; 0.66% of 390,000 active;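 active means mean inhibition of replicates at least 50% and at least half of replicates each reaching 50%; inconclusive means half or more replicates reach 50% but mean below 50%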;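 further: 0% = complete ARNT plus TACC3 wells and 100% = ARNT alone without TACC3; many hits fall short of the cut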
PAX8 reporter – inhibitors of PAX8-driven TPO luciferase reporter, primary screen, RMG-I cells, single concentration; SteadyGlo, 24 h; inhibition, % at 12.6 µM; 1.2% of 360,000 active; AID 652154, 2013;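 active means mean replicate inhibition at least 60% with every replicate also reaching 60%; inconclusive means only one of the two criteria is met; inactive means mean below 60% and not all replicates reaching 60%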;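 further: luciferase light reporting Pax8 driven TPO promoter activity; plate controls were median of neutral control wells for no effect and mitoxantrone controls for full effect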
EWS-Fli block – EWS/Fli-driven NR0B1 reporter inhibitors, primary screen, A673 cells, NR0B1 luciferase, luminescence, MLPCN library; 0.67% of 350,000 active; inhibition, % at 12.6 µM; viability-normalised;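 active means mean inhibition of at least 50% after viability correction, with every replicate also passing that limit; inconclusive means mean reaches 50% but only one of two replicates passes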;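 further: firefly luciferase signal divided by Alamar Blue viability fluorescence both relative to DMSO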
DENV2 CPE – inhibitors of DENV2 cytopathic effect, primary screen, cell-based, plate reader, single concentration | DENV2-infected cells, cytopathic effect rescue | CPE inhibition, % at 9.99 µM | 1.7% of 350,000 active; in the data active means CPE inhibition above about 20%, passing the limit was not always enough; inconclusive means no clear call, values can overlap the other calls; tested in BHK-21 cells;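 further: 0% = median of neutral control wells and 100% = median of positive control wells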
F508del corr – F508del CFTR correction, initial screen, CFBE line, single point; CFBE cells, YFP halide quenching; stimulated with forskolin plus potentiator P3; % fluorescence drop versus neutral controls; activity (quench increase), % at 7.58 µM; 0.36% of 350,000 active;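 active means mean added fluorescence quench of at least 8% versus neutral control, with both replicates also reaching 8%; inconclusive means only one of the mean or replicate conditions met; inactive means mean below 8% and not both replicates reaching 8%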;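 further: cells transiently co-express mutant CFTR-F508del with the halide-sensitive YFP; corrector assay measuring rescue of mutant channel to the surface after 24 h compound exposure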
XiGFP reactiv – activators of inactive X chromosome reactivation, primary screen, imaging, XiGFP fibroblasts, GFP high-content imaging, set 2 | 0.055% of 360,000 active | XiGFP mouse fibroblasts, % GFP-positive cells imaging, 3 d; cells co-treated with 5-aza-dC sensitizer; scaled so ellipticine positive control = 100% | AID 743238, 2013 | activation, % at 7.58 µM;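 active means mean normalized replicate activation at least 10% and every replicate at or above 10%; inconclusive means only one of the two criteria met; inactive means mean below 10% and not all replicates reach 10%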;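 further: 0% = median of on-plate neutral control wells and 100% = ellipticine 6 µM median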
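Material: XiGFP fibroblasts, SV40-immortalized; Buffer or medium: DMEM containing 5-aza-dC; Compound dosing: single point; Times: 3 days compound exposure.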
ERp5 block – inhibitors of ERp5-driven insulin aggregation, primary screen, biochemical, turbidity, absorbance 650 nm, single point. Protein disulfide-isomerase A6 (Homo sapiens), Q15084. inhibition, % at 9.99 µM. 90 min. AID 651711, 2012. 0.05% of 350,000 active;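 active means mean replicate inhibition above about 25%, with every replicate also reaching it, limit read from the data, passing the limit was not always enough; inconclusive means only one of those two criteria met; inactive means neither criterion met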
Target sequence (Q15084 whole entry, looked up): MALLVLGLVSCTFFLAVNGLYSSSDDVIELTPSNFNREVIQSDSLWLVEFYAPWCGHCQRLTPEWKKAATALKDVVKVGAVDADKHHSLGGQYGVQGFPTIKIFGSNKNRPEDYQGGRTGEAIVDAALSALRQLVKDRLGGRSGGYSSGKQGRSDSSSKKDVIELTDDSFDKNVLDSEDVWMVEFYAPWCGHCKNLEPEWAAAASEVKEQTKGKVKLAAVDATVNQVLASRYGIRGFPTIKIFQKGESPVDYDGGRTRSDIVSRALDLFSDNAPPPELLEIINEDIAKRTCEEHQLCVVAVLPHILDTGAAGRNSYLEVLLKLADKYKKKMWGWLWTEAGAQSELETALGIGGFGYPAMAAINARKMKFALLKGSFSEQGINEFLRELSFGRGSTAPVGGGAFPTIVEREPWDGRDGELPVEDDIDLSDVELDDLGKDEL
Active calls of the source: *; ? = inconclusive; nt = no result given; & = joins results of further samples.

molecule,INS-1E GSIS act,ARNT TACC3 PPI,PAX8 reporter,EWS-Fli block,DENV2 CPE,F508del corr,XiGFP reactiv,ERp5 block
COc1cccc(-c2nc(CS(=O)(=O)CC(=O)NCc3ccc(Cl)cc3)c(C)o2)c1,-5,-8,15,-1,-2,-0.3,0.0,-6
CCOC(=O)c1ccc(Cl)c(NC(=O)c2ccc(-c3ccccc3)cc2)c1,4,-4,nt,-16,3,-2.0,nt,3
CCN(C(=O)COC(=O)/C=C/c1ccco1)c1c(N)n(Cc2ccccc2)c(=O)[nH]c1=O,-5,22,-28,7,17,0.8,0.0,0
Cc1ccccc1-c1ccc(C2[C@H]3CNC[C@@H]2N3S(=O)(=O)c2ccccc2C)cc1 (stereo partly drawn),5&-2,nt,2,-9,15&-3,1.4&-0.9,0.0&0.0,6&3
CCOc1ccccc1OCC(=O)Oc1ccc(C)c(C)c1,-1,nt,13,9,8,-3.7,0.2,2
O=C1CCCN1CC(CN1CCOCC1)Sc1nnnn1-c1ccccc1 (stereo not drawn),-7,-3&-6,15,-4,-3,0.9,-0.1,1
NS(=O)(=O)c1cccc(NC(=O)COC(=O)CCC2CCCC2)c1,-3,1,5,-11,7,-1.2,0.3,3
Cc1ccc(NC(=O)CNc2cc(S(=O)(=O)N3CCOCC3)ccc2NCC2CCCO2)cc1F (stereo not drawn),-4,-18,-10,4,-1,-2.4,0.1,-12
C[C@H]1CN([C@@H](C)CO)S(=O)(=O)c2ccc(Br)cc2O[C@H]1CN(C)C(=O)CCN1CCCCC1,10,-12,-19&-14,2&-17,4&-2,-4.0&-1.7,0.0&-0.1,2&-7
CC(C)C[C@@H](CN)NC(=O)c1nc[nH]c1C(=O)N[C@@H](C)C(=O)CNC[C@H](C)NC(=O)c1nc[nH]c1C(=O)N[C@@H](CC(=O)O)C(=O)O,9,1,-11,-8,17,2.9,0.0,2
COc1cc(O)c(C(C)=O)c(CC(=O)O)c1,-7,nt,nt,0,-9,-4.0,nt,3
NS(=O)(=O)c1ccc(CCNC(=O)CNC(=O)Cc2cccc3ccccc23)cc1,7,-35,8,3,-2,3.3,-0.1,-2
Cc1ccccc1-c1noc(-c2ccccc2F)n1,11,-16,nt,-86,-14,-4.0,nt,-1
O=C(C1CCCC1)N1CC[C@@H]2[C@H](CO)Nc3ccc(C#Cc4ccc(F)cc4)cc3[C@@H]21,-4,nt,-1,6,6,4.4,0.0,0
O=S1(=O)N[C@H](c2ccccc2)COc2cc(Br)ccc21,-38,nt,18,11,-9,3.4,0.0,-4
CC(=O)c1ccc(NC(=O)C(C)Sc2nnc(C3CC3)n2C2CC2)cc1 (stereo not drawn),-5,-1,4,-14,-6,-0.9,0.0,-6
Cc1ccccc1-c1cccc([C@@H]2C[C@H]3[C@H](CON3C)CN2C(=O)C(C)(C)C)c1,-2,3,-27,-1,?,1.5,nt,1
O=C(Cc1cccc(NC(=O)C2CCCN(C(=O)C3CC3)C2)c1)Nc1ccc(C(=O)N2CCOCC2)cc1 (stereo not drawn),14,-7,-5,5,-5,-4.1,-0.1,1
CCN(CC(=O)Nc1ccc(NC(C)=O)cc1)C(=O)CSc1ncnc2sc(C)c(C)c12,-14,0,22,5,19,-1.4,0.2,-2
COc1cccc(/C=C/c2ccccn2)c1O,9,35,-77,-41,-4,-1.1,2.8,1
C[C@@H]1CN([C@@H](C)CO)S(=O)(=O)c2ccc(C#CC3CCCC3)cc2O[C@H]1CN(C)C(=O)Nc1cc(F)ccc1F,-26,9,11,32,-1,1.8,-0.2,4
O=S(=O)(NC(=S)NC1CCCCC1)c1ccccc1,9,-3,-11,-16,4,-1.0,0.0,2
COc1ccc(C(NC(=O)C2CCN(CCOc3ccc(Cl)cc3Cl)CC2)c2ccccn2)cc1 (stereo not drawn),-37,nt,13,7,0,-0.3,-0.2,12
C[C@H]1CCCCO[C@H](CN(C)C(=O)Nc2ccccc2)[C@@H](C)CN([C@@H](C)CO)C(=O)c2cc(NS(C)(=O)=O)ccc2O1,-7,-1,-6,-12,-11,-2.2,0.0,-1
O=C(CCC1CCCN(C(=O)CCCc2ccccc2)C1)N1CCN(c2ccccn2)CC1 (stereo not drawn),nt,-2,-2,-25,-5,-1.0,0.1,3
Cc1ccc(S(=O)(=O)Nc2ccc3c(c2)C(=O)N([C@H](C)CO)C[C@H](C)[C@@H](CN(C)CC2CCCCC2)O3)cc1,-11,0,2,-4,1,-0.7,0.2,-3
CCOc1ccc(CN2CCN(C/C=C/c3ccc(OC)cc3)CC2CCO)cc1 (stereo not drawn),-10,4,4,5,10,nt,0.2,-1
O=C1CN(S(=O)(=O)Cc2ccccc2)C[C@@H]2[C@H](c3ccc(C#Cc4cccnc4)cc3)[C@H](CO)N12,10,nt,nt,nt,12,-3.1,0.2,0
CCOC(=O)N(C)C[C@H]1OCc2cnnn2CCCC(=O)N([C@@H](C)CO)C[C@@H]1C,15&33,1,-3&15,4&1,-7&6,-1.9&0.1,0.0&0.1,1&3
CCC(C)NC(=O)COc1ccc(OCc2ccccc2)cc1 (stereo not drawn),-11,-13,-21,1,-4,-4.8,0.0,5
Cc1ccccc1C(=O)N1CCN=C1SCc1ccc([N+](=O)[O-])cc1,-6,24,-4,1,4,0.6,0.0,23
O=C(C[C@H]1CC[C@@H]2[C@H](COC[C@@H](O)CN2Cc2cccc(F)c2)O1)NCCc1ccncc1,4,-5,-7,8,-1,-0.2,0.2,4
O=C(Nc1cccc(C(F)(F)F)c1)n1cc(-c2ccccn2)c(N2CCOCC2)n1,-34,4,-8,7,-4,2.1,0.4,1
CCC(=O)c1ccc(OC(=O)/C=C/c2cc(OC)c(OC)c(OC)c2)cc1,0,0,-6,1,9,1.4,0.1,2
CC(=O)Cn1ncc(N2CCCCC2)c(Cl)c1=O,-2,-6,-22,-30,-1,0.7,0.3,0
COCc1c(C(=O)NCc2ccccc2CN2CCCC2)oc2ccccc12,-1,-8,1,5,-6,-0.2,-0.1,-4
CCC(C)(C)C(=O)Nc1ccc(OC)cc1[N+](=O)[O-],nt,1,nt,-1,9,-0.9,nt,-9
CCC(=O)N(C)C[C@@H]1Oc2cc(-c3ccc(F)cc3)ccc2S(=O)(=O)N([C@H](C)CO)C[C@@H]1C,0,4,nt,5,-7,0.7,0.2,-3
CCC(=O)Nc1ccc2c(c1)C(=O)N(C)[C@@H]1CC[C@@H](CC(=O)NCc3ccccc3Cl)O[C@@H]1CO2,-7,-11,7,0,3,2.0,0.2,7
O=C(COc1ccccc1)NCC(=O)N/N=C/C=C/c1ccccc1,6,-2,1,-12,-2,nt,-0.1,17
CCCS(=O)(=O)c1c(S(=O)(=O)CCC)c2c(C)cccn2c1C(=O)N/N=C/c1cc(O)cc(O)c1,-25,nt,49,18,1,1.6,0.3,-1
O=C(NC1CCCC1)N1CC2(C1)[C@H](c1ccccc1)[C@H](CO)N2CC1CC1,10,nt,nt,3,12,-1.5,0.0,1
COc1cccc2c1OCC(C(=O)O)C2 (stereo not drawn),1,0,-22,-7,3,-0.9,0.0,1
Nc1c(C(=O)Nc2ccccc2F)sc2nc(-c3cccnc3)ccc12,nt,-9,-130,-43,-2,-2.5,0.2,-2
N#C/C(C(=O)Nc1ccc(Cl)cc1)=C(/S)Nc1ccccc1,6,nt,12,-1,-5,-0.1,0.1,4
Cc1ccc(/C=C/C(=O)O)cc1S(=O)(=O)N1CCC(Cc2ccccc2)CC1,13,1,9,-5,2,-0.5,-0.1,6
COc1nc(Nc2ccccc2)nc(OC)n1,41*,1,-10,-2,-3,-0.3,-0.1,-9
C[C@@H]1CCCCO[C@H](CN(C)C(=O)Nc2ccc(F)cc2)[C@@H](C)CN([C@@H](C)CO)C(=O)c2cc(NC(=O)C3CCCCC3)ccc2O1,-1,16,20,8,-4,-2.9,-1.0,4
Cc1cccc(NC(=O)c2cc([N+](=O)[O-])ccc2N2CCOCC2)c1C,nt,nt,-19,3,2,-1.2,0.0,13
C[C@@H]1CN([C@H](C)CO)C(=O)Cc2cc(NC(=O)Nc3ccccc3)ccc2O[C@@H]1CN(C)CC1CCCCC1,-22,-14,5,-9,-11,0.8,0.9,-11
Cc1ccc(-n2c(SCC(=O)N3CCN(c4ccccn4)CC3)nnc2N2CCCC2)cc1,-6,-5,6,7,7,1.4,0.2,3
COC(=O)c1cn(NC(=O)c2ccc([N+](=O)[O-])cc2Cl)c(=O)c2ccccc12,11,-10,-7,0,11,1.1,-0.1,1
CO[C@@H]1CN(C)C(=O)c2cc(NC(=O)Nc3ccc(Cl)cc3)ccc2OC[C@@H](C)N(C(=O)Nc2c(C)noc2C)C[C@H]1C,-8,6,27,6,nt,-0.6,0.1,nt
CC(C)NC(=O)N[C@H]1CC[C@H](CC(=O)N2CCCCC2)O[C@@H]1CO,9,-11,-3,1,6,-1.8,0.0,3
CN(C)c1ccc2c(c1)[C@H]1C[C@H](CC(=O)NCC3CC3)O[C@@H](CO)[C@H]1O2,12,18,-8,-1,-1,-2.1,0.3,-2
CCOC(=O)c1c(NC(=O)Cn2ccsc2=N)sc(C)c1C,19,4,1,6,6,-0.2,0.1,-1
COc1cccc(Oc2ccc(C(F)(F)F)cc2NC(=O)C2=COCCO2)c1,10,-7,2,nt,6,3.3,0.0,8
c1ccc(CN2CCN(Cc3nnc(-c4ccccc4)o3)CC2)cc1,-1,0,-12,0,2,-0.3,2.5,4
Cc1ccc(C)c(NC(=O)C(Sc2nnc(-c3cccs3)o2)c2ccccc2)c1 (stereo not drawn),-17,-16,-20,nt,nt,nt,-0.1,nt
CC(Cn1cnc2ccccc21)C(=O)O (stereo not drawn),-6,-1,nt,2,1,0.9,nt,-3

More compounds follow.
molecule,INS-1E GSIS act,ARNT TACC3 PPI,PAX8 reporter,EWS-Fli block,DENV2 CPE,F508del corr,XiGFP reactiv,ERp5 block
CCCC(=O)OCCNc1cc(Sc2nccn2C)c2nonc2c1[N+](=O)[O-],162*,-4,-12,nt,nt,nt,23*,nt
Cc1[nH]c2ccccc2c1/C=C(\C#N)C(=O)NC1CC1,10,nt,-88,-57,1,2.4,0.1,7
CN1C(=O)c2cc(NC(=O)c3cccc(F)c3)ccc2OC[C@@H]2O[C@H](CC(=O)NCc3ccccc3Cl)CC[C@H]21,-7,-1,38,13,-16,3.6,0.0,3
FC(F)(F)c1cccc(CNC2c3ccccc3-c3ccccc32)c1,4,-9,-101,3,-2,0.2,-0.1,4
O=C(O)c1ccc(N=NN2CCCC2)cc1,8,1,-23,-5,-2,-2.0,0.1,-3
O=C(NCc1ccccc1)[C@H]1CCCN1C(=O)[C@H]1CCCN1C(=O)N1CCCCC1,nt,nt,4,-11,3,0.2,0.9,-2
COc1ccc(Nc2c(-c3ccc(OC)cc3)nc3cnccn23)cc1,8,3,9,7,2,-3.2,-0.3,-1
C[C@@H]1CCCCO[C@@H](CN(C)Cc2ccc3c(c2)OCO3)[C@@H](C)CN([C@H](C)CO)C(=O)c2cc(NC(=O)c3ccncc3)ccc2O1,23,-9,-4,-1,3,-0.7,0.0,nt
Oc1[nH]c2ccccc2c1/C=N/N1CCCCC1,-1,2,21,nt,nt,nt,0.0,nt
